TbMetRS inhib = blocks T. brucei methionyl-tRNA synthetase activity; inhibition, % at 11.9 µM; purified T. brucei MetRS, ATP depletion, Kinase-Glo luminescence; 0.4% of 360,000 active;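 active = inhibition above a per-plate cutoff of the control wells' mean inhibition plus 3 SD, cut at about 5.5% in these data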;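 note: 0% = DMSO wells median and 100% = median of wells with control inhibitor compound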
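Material: T. brucei methionyl-tRNA synthetase, purified; reagent: substrates ATP, L-methionine and bulk Escherichia coli tRNA; dosing: 11.9 µM single point; timing: 15 min plus 2 h at 25 °C; detection: luminescence of leftover ATP; evaluation: % inhibition; control set: DMSO-only wells as low control; replicates: singlicate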
SKN-1 inh = blocks SKN-1 activity in C. elegans | inhibition, % at 21.8 µM | 0.49% of 360,000 active | C. elegans VP596 Pgst-4::GFP/RFP ratio, acrylamide-induced, 24 h;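 active = interference check ratio from 0.5 to 1.5 plus GFP to RFP signal ratio inhibition reaching or exceeding a fixed threshold, cut at about 30% in these data, passing the limit was not always enough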; note: some compounds called inactive have numbers as strong as hits
MsrA act = bovine methionine sulfoxide reductase A activation. purified bovine MsrA, absorbance read-out. activation, % at 10.6 µM. 0.3% of 360,000 active. AID 602163; in the data active = activation above about 7.5%;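 note: 0% = vehicle and 100% = reference activator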
CendR NRP1 mod = alters CendR peptide binding to human NRP-1; O14786; FAM-RPARPAR peptide binding to NRP-1, fluorescence polarization; inhibition, % at 25 µM; 0.85% of 360,000 active; AID 602438;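 active = inhibition or corrected inhibition above about 18%, plus a signal ratio from 0.5 to 1.5, limit read from the data, passing the limit was not always enough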; note: strong numbers were not always called active
MsrA inhibitor = bovine MsrA inhibition; purified bovine MsrA, absorbance read-out; inhibition, % at 15.5 µM; 0.75% of 360,000 active; AID 651718; in the data active = inhibition above about 4.5%;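 note: 0% = vehicle wells with enzyme and 100% = reference inhibitor wells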
MT1-MMP act inh = blocks activation of human MT1-MMP. P50281. HT1080 RFP-PRO-GFP cells, GFP/RFP ratio fluorescence, overnight; percent of plate control window, DMSO zero. GFP/RFP ratio change, % at 20 µM. 0.061% of 360,000 active;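 active = GFP/RFP ratio change of at least 30% with cell ATP level not reduced by more than half and red fluorescence within 50% of control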; note: strong numbers were not always called active
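Compound: 20 µM single dose, 1% DMSO / System: HT1080 RFP-PRO-GFP cells / Controls: DMSO and RFP-L50D-GFP cell wells / Read-out basis: GFP/RFP fluorescence ratio / Schedule: overnight compound exposure at 37 °C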
MLLE-PAM2 inh = inhibitors of microRNA-mediated deadenylation, human PABP1 MLLE binding | inhibition, % at 20 µM | 0.36% of 360,000 active | GST-MLLE / FITC-PAM2 fluorescence polarization | P11940 | AID 588489; in the data active = inhibition above about 35%, passing the limit was not always enough;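 note: plate controls were DMSO wells with GST-MLLE for no effect and wells lacking GST-MLLE protein for full effect; some results filed as inactive read as strong as hits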
Target sequence (P11940 whole entry, looked up): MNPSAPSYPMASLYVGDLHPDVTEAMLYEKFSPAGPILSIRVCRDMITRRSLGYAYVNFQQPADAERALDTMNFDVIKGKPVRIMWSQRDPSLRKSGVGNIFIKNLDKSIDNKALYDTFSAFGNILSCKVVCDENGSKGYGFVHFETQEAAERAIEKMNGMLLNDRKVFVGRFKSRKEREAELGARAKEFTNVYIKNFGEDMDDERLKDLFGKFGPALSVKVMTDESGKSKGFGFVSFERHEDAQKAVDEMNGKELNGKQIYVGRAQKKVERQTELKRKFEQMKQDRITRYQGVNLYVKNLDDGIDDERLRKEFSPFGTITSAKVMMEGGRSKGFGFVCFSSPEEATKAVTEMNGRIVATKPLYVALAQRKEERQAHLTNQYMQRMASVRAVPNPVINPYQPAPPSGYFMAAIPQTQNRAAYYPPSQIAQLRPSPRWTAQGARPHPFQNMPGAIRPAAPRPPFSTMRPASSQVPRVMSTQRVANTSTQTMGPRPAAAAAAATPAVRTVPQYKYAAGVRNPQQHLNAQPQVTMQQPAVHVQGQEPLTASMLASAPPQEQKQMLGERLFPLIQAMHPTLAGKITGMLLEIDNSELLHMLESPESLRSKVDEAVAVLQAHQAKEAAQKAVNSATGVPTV
FAS-TE inh = blocks the thioesterase domain of human fatty acid synthase; P49327; recombinant FAS-TE, OMFH fluorogenic substrate, fluorescence endpoint; inhibition, % at 15 µM; 0.67% of 360,000 active; AID 602261;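 active = compounds whose normalised, plate-corrected inhibition of enzyme fluorescence in the single-dose primary screen is 50% or more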;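 note: 0% = DMSO with enzyme and 100% = substrate without enzyme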
eLon inh = E. coli protease La inhibition. P0A9M0. purified E. coli Lon protease, fluorescence polarization. inhibition, % at 7.94 µM. 0.42% of 360,000 active; in the data active = inhibition above about 13%, passing the limit was not always enough;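 note: 0% = enzyme with probe and DMSO and 100% = no enzyme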
An asterisk follows results filed as active; . = no result given.

canonical_smiles	TbMetRS inhib	SKN-1 inh	MsrA act	CendR NRP1 mod	MsrA inhibitor	MT1-MMP act inh	MLLE-PAM2 inh	FAS-TE inh	eLon inh
CC(=O)Oc1ccccc1N1C(=O)c2ccc(C(=O)O)cc2C1=O	0.1	14.0	-2.8	-24.9	0.1	-8.5	-2.2	-12.1	-2.9
O=S(=O)(c1cccc(COc2ccc(Cl)cc2Cl)c1)N1CCOCC1	0.8	-14.2	-6.9	3.2	0.4	-4.9	-12.6	25.8	1.5
Cn1c(CCNS(=O)(=O)c2ccc(F)cc2)nnc1SCc1cccnc1	-0.2	17.7	-2.3	2.9	-0.7	0.0	-19.5	0.8	2.9
CNC(=S)NNC(=O)c1sccc1C	-0.4	5.6	-2.1	-2.3	0.4	-1.9	1.4	-10.7	2.4
C/C(=N\Nc1ccc([N+](=O)[O-])cc1[N+](=O)[O-])c1ccc(-n2nncc2C(C)(C)C)cc1	0.7	-0.3	-0.1	11.9	0.7	0.7	1.0	34.8	-1.5
CC1(C(=O)Nc2cccc3cccnc23)CCN1Cc1cccc2c1OCO2 (stereo not given)	-0.1	1.1	-4.9	2.6	-1.9	-1.4	-1.5	19.5	-9.0
O=C(CCN1C(=O)/C(=C/c2ccc(F)cc2)SC1=S)NCCCn1ccnc1	-0.1	5.2	-2.3	-70.3	0.8	2.0	-6.7	-9.0	-47.9
O=C(COC(=O)COc1ccc2ccccc2c1)NC1CCCc2ccccc21 (stereo not given)	0.3	-8.2	-3.4	-5.5	1.2	-6.9	3.3	-10.5	13.3
CC(C)(C)c1cc(CCC(=O)NN)cc(C(C)(C)C)c1O	-0.6	4.3	-6.0	2.9	0.2	-3.1	12.7	-4.6	-4.8
Cc1cc(OCCCCCn2ccnc2)cc(C)c1Cl	-0.1	-1.1	2.7	11.4	-0.4	0.2	-5.9	-21.1	-6.0
COc1cc(/C=C/C(=O)N2CCN(c3n[nH]c(=O)[nH]c3=O)CC2)cc(OC)c1OC	-1.4	-12.6	-14.8	12.5	0.4	4.0	2.6	-2.2	1.1
O=C(Nc1ccc(Cl)cc1)c1cc(-c2cccs2)on1	-0.6	-7.2	-8.2	-2.5	0.5	3.2	-10.4	-2.5	-5.7
CCN(CC)CCN(C(=O)c1ccccc1OC)c1nc2ccc(F)cc2s1	-0.5	1.1	0.7	-2.6	-0.4	-11.5	2.2	5.6	8.5
COC(=O)CCCC1=CC2=CC(=O)C(C)(OC(=O)c3cccs3)C(=O)C2=CN1C1CC1 (stereo not given)	-0.2	7.5	-2.8	14.9	1.8	3.6	18.7	-10.7	25.1
Cc1ccc(CCNC(=O)C2CCCN(S(=O)(=O)c3cnc[nH]3)C2)cc1 (stereo not given)	-0.2	-8.9	-1.8	-14.5	-0.6	0.7	-6.6	-5.4	-4.6
CCCc1cc(=O)[nH]c(SCCOc2ccc(Cl)cc2)n1	-0.9	16.2	1.2	1.0	2.0	12.3	10.1	4.5	3.6
CNC(=O)C12N=CNN=C1N(C)C(=O)N2C (stereo not given)	-0.7	-1.7	-2.9	-5.5	-1.2	0.5	6.2	-6.7	-9.4
FC(F)(F)c1nc2ccccc2n2c(-c3ccc(Cl)cc3Cl)nnc12	-1.6	4.4	-9.6	-1.1	0.9	-4.5	8.9	1.1	1.9
COc1cccc(N2CCN(c3ccc4nnc(CCC(=O)Nc5ccc(F)cc5)n4n3)CC2)c1	-0.2	6.8	-2.5	3.2	1.6	3.5	-6.9	7.5	-0.7
S=C1SCCCN1Cc1ccc(Cl)cc1	-0.1	5.1	-2.5	0.6	1.0	4.2	-3.4	9.3	-13.0

Filtered by structure, those above with an aryl thioether with sulfur outside any ring.
canonical_smiles	TbMetRS inhib	SKN-1 inh	MsrA act	CendR NRP1 mod	MsrA inhibitor	MT1-MMP act inh	MLLE-PAM2 inh	FAS-TE inh	eLon inh
Cn1c(CCNS(=O)(=O)c2ccc(F)cc2)nnc1SCc1cccnc1	-0.2	17.7	-2.3	2.9	-0.7	0.0	-19.5	0.8	2.9
CCCc1cc(=O)[nH]c(SCCOc2ccc(Cl)cc2)n1	-0.9	16.2	1.2	1.0	2.0	12.3	10.1	4.5	3.6

Carrying on:
canonical_smiles	TbMetRS inhib	SKN-1 inh	MsrA act	CendR NRP1 mod	MsrA inhibitor	MT1-MMP act inh	MLLE-PAM2 inh	FAS-TE inh	eLon inh
CN(C)c1nc(Nc2ccc(Cl)cc2)nc(OCC#N)n1	-0.1	10.9	-2.1	-6.9	-0.5	-5.0	-0.4	10.2	7.8
COc1ccc(Nc2nc(N(C)c3ccccc3)nc(N)c2[N+](=O)[O-])cc1	-0.6	12.3	-1.6	3.5	-0.4	0.0	-1.3	-0.5	-2.1
CS(=O)(=O)Nc1cccc(C(=O)OCCCOc2ccc(F)cc2)c1	1.8	8.0	3.6	-7.1	-1.6	0.1	-1.5	19.6	-7.1
C=CCn1cc(C(=O)OC)c(=O)c2cc(S(=O)(=O)N(CC)CC)ccc21	0.1	-1.2	-2.9	-8.9	1.7	1.4	-6.0	-8.7	-3.2
CCC(CC)C(=O)N(C)c1c(C)nc2c(OCc3ccc(F)c(F)c3)cccn12	-0.3	-1.8	-0.8	-1.8	-0.7	0.1	-10.8	8.2	3.0
O=C(NCCc1cccc(F)c1)C1CCN(S(=O)(=O)c2ccccc2)CC1	-0.3	10.1	-2.2	11.8	1.3	0.0	2.8	1.2	0.3
Cc1ccccc1C(=O)N1CCN(c2ncnc3c2cnn3-c2ccccc2)CC1	-0.2	4.5	-0.8	4.7	0.4	-0.6	-3.4	1.7	-5.2
COc1cccc(CC(=O)Nc2ccc3c(c2)c(=O)n(C)n3-c2ccc(C(C)(C)C)cc2)c1	-0.1	-0.7	-0.5	-0.4	0.2	-1.6	13.2	-12.5	-1.4
CC1(c2nnc(-c3cccc(Cl)c3)o2)CC(c2ccc(Cl)cc2)=NO1 (stereo not given)	0.0	-29.2	-5.5	8.6	0.0	-1.1	-8.4	18.4	-0.1
Cn1nc(C(=O)NNC(=O)c2ccc(Cl)cc2)ccc1=O	-0.5	2.6	-4.3	2.6	1.9	-2.1	-2.2	-6.8	-8.6
CCC1C(=O)c2ccccc2N(C)C1=O (stereo not given)	-0.5	4.5	-1.1	2.4	1.9	0.0	11.4	-14.7	-14.0
O=C(N/N=C/c1cc(Br)cs1)C(O)c1ccccc1 (stereo not given)	0.6	23.9	-0.1	4.6	1.5	1.8	2.3	-2.7	-1.7
CS(=O)(=O)N1CCCC(C(=O)NCc2ccc(F)cc2Cl)C1 (stereo not given)	-0.1	20.3	-1.9	4.6	-0.3	4.3	-3.0	-8.5	1.5
CCOC(=O)c1c(C)[nH]c(=S)c(C#N)c1-c1ccc(Cl)cc1	0.1	-0.9	0.3	0.7	3.0	-2.4	21.3	-4.3	-3.1
FC(F)(F)c1cc(Cl)c2nc(-c3cccc(Cl)c3)c(Cc3cccc(Cl)c3)n2c1	-0.1	21.8	-3.0	-12.5	-0.8	1.8	.	17.8	7.4
CC1(C)CC(O)(CCNCc2ccc3c(c2)OCO3)CCO1 (stereo not given)	0.0	11.9	1.6	-2.3	-0.3	6.7	-0.4	-4.9	-0.7
CC(NC(=O)CCNC(=O)N1CCn2c1nc1ccccc12)c1ccccc1 (stereo not given)	-0.4	14.0	-2.4	-5.8	0.2	-1.6	7.2	-7.1	-6.3
COc1ccc(-n2c(CNc3ccc(C)cc3)nnc2SCC(=O)Nc2nc(-c3ccccc3)cs2)cc1	-0.1	7.6	-2.5	4.6	0.8	3.9	-81.4	1.0	-4.8
COc1ccc([C@H]2CC(=O)C=C(c3ccc4ncccc4c3)C2)cc1	-0.4	-1.8	-8.0	3.9	0.3	0.3	10.8	5.4	4.7
Cn1nc(C(=O)NCC2CCCO2)c2ccccc2c1=O (stereo not given)	-0.2	2.1	-1.5	4.2	0.6	0.6	5.8	-4.2	-8.6
CCn1c(SCC(=O)N2CCN(C(=O)c3ccco3)CC2)nnc1C(C)C	-0.1	4.5	-1.4	-4.9	1.4	1.4	3.9	-4.7	-1.3
O=C(O)c1ccccc1NC(=S)NC(NC(=O)c1ccccc1[N+](=O)[O-])C(Cl)(Cl)Cl (stereo not given)	-0.2	11.3	4.2	5.6	0.4	-0.3	20.4	-0.3	-8.8
CCOC(=O)c1c(C)[nH]c(C(=O)OCC(=O)Nc2cc(Cl)ccc2OC)c1C	-1.1	6.2	-7.8	-19.4	-0.1	-4.9	-8.9	-3.4	-5.3
O=C(Cc1cccc(NC(=O)C2CCN(C(=O)C3CCCCC3)CC2)c1)Nc1cccc(C(=O)N2CCOCC2)c1	1.1	23.2	-1.8	-3.9	0.3	-0.3	0.4	-8.8	3.8
Cc1ccc(S(=O)(=O)Nc2ccc(-c3cn4ccc(C)cc4n3)cc2)cc1	-0.5	6.5	-10.6	0.1	1.2	4.8	-1.6	17.1	-4.0
O=C(O)c1nc(-c2ccccc2)n(-c2cccc(C(F)(F)F)c2)n1	-0.7	-1.4	-6.9	9.7	-0.6	2.1	0.4	-2.9	0.4
O=C(N/N=C/c1ccncc1)C12CC3CC(CC(C3)C1)C2	-1.4	-4.6	-6.2	11.6	-0.8	-0.6	1.1	-5.0	-2.2
CCN(CC)S(=O)(=O)c1cc([N+](=O)[O-])ccc1NNC(=O)Nc1ccccc1OC	0.3	-16.6	-0.9	-0.3	3.0	7.3	-50.9	12.6	-7.3
COc1ccc(N2C(=O)NC3CC2(C)Oc2ccccc23)cc1OC (stereo not given)	-1.0	7.3	2.0	-16.7	-1.6	-0.2	14.8	-1.0	-1.2
CCOC(=O)N1CCC(NC(=O)C(NS(=O)(=O)c2ccc3c(c2)CCN3C(C)=O)C(C)C)CC1 (stereo not given)	0.3	-12.8	-0.7	5.0	-0.6	-2.0	-0.1	-8.1	3.5
O=C(CCC1CCCN(C(=O)c2ccoc2)C1)NCc1ccccc1F (stereo not given)	-0.5	-11.3	1.5	-16.6	-0.2	-2.2	-8.4	-1.0	1.4
O=C(c1ccc(N2C(=O)CCC2=O)cc1)N1CCOCC1	-0.3	15.4	-3.5	-15.9	-1.7	0.5	7.7	-8.8	-3.1

Screening data: PubChem BioAssay, several laboratories
